Screens deposited in PubChem BioAssay by National Center for Advancing Translational Sciences (NCATS).
p53 reactivation = restores transcriptional activity of mutant p53 | Potency, µM (series often up to 92.2 µM), without a hit: top-dose activity change, positive = activation, hits mostly activators | H1299 p53-A138V BP100-luciferase reporter, luminescence, 24 h | 320,000 compounds, 0.063% hits; further: potency means the concentration at half of the fitted maximal effect; % of control where 0% means no effect; nearly all actives have a fitted effect of over 45% in size
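H1299 (p53-null), stable ts p53-A138V + BP100-Luc; 1000 cells/well, Opti-MEM/10% FBS; cpd 4 pt, 1:5; 24 h, 37 deg C, 5% CO2; detection reagent 10 min RT; luminescence.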
ELG1 genotox = inducers of genotoxicity in HEK293T ELG1-luciferase cells; 330,000 compounds, 1.3% hits; AID 504466; Potency, µM (doses to about 46 µM), for the others: at the top dose activity change, positive = activation, hits mostly activators; HEK293T ELG1-luciferase reporter, luminescence, 16 h; further: potency means the concentration at half of the fitted maximal effect; % of control where 0% means no effect; nearly all actives have a fitted effect of over 60% in size
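Genotoxic stress is detected as increased luminescence from luciferase-tagged ELG1 in HEK293T cells, measured with ONE-Glo after a 16 hr treatment at 37 °C.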
TSG101-PTAP inh = blocks PTAP/TSG101 interaction to inhibit HIV-1 budding. Potency, µM (titrated, usually from 115 µM), for inactives: at the top dose activity change, negative = inhibition, usual class: inhibitors. Q99816. 340,000 tested, under 10 active. Fluorescence polarization, FITC-PTAP peptide / Tsg101 binding; active means well fitted inhibition curve with a large enough effect in the main read-out, with a control signal flat, not every such curve was filed as active; inconclusive means small, poorly fitted or top-dose-only effect, or effect the other way, or a change in a side signal; inactive means no such curve, though single readings can be large or run the other way; further: potency means the concentration at half of the fitted maximal effect; % of control where 0% means no effect
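Fluorescence polarization binding of Tsg101 binding domain (10 uM final) to FITC-labeled PTAP peptide (50 nM final) in HEPES pH 7.5 buffer with NaCl, Tween 20, EDTA, TCEP. Compounds added before peptide; binding 20 min at RT.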
BRCA1 expr up = activators of BRCA1 expression; MCF7-BRCA1-FFLuc reporter, luminescence, 48 h; response scale: scaled: vehicle 0%, 10 µM genistein 100%; Potency, µM (titrated, usually from 46.1 µM), for the others: at the top dose activation, usual class: activators; 380,000 compounds, 1.1% hits; AID 624202; further: potency means the concentration at half of the fitted maximal effect; nearly all actives have a fitted effect of over 80% in size; some results filed as inactive show a strong effect at the top dose
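Reporter cells (MCF7, BRCA1 promoter-firefly luciferase) received library compounds across a concentration series for 48 h. End-point luminescence was measured and concentration-effect curves derived after normalization.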
USP2a block = USP2a (human) protease inhibition; O75604; USP2 core, Ub-CHOP2 coupled fluorogenic reporter, 485/531; Potency, µM (highest dose often 38.3 µM), for inactives: at the top dose activity change, negative = inhibition, usual class: inhibitors; 330,000 compounds, 0.01% hits; AID 463254;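 further: potency means the concentration at half of the fitted maximal effect; plate controls were DMSO wells for no effect and full inhibition by NEM control for full effect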
Target sequence (O75604 whole entry, looked up): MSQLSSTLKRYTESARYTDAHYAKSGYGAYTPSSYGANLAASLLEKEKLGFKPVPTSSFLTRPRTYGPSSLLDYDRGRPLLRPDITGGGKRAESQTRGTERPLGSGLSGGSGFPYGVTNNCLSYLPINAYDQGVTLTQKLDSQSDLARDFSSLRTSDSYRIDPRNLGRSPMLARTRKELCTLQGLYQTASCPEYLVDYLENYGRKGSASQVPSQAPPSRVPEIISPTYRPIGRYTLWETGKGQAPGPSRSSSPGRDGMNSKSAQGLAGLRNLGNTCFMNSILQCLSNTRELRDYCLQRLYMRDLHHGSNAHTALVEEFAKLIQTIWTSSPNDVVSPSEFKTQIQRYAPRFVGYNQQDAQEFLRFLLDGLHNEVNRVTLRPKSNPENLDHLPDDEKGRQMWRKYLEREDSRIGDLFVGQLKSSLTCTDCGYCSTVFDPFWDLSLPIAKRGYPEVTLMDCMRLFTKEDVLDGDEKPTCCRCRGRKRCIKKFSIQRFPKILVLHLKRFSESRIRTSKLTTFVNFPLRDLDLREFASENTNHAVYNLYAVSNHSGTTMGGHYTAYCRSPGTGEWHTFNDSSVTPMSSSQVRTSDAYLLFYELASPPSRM
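Cell-free coupled assay: 10nM USP2 core preincubated 30min RT with compound in Tris-HCl pH 8.0/CaCl2/CHAPS buffer, then 25nM Ub-CHOP2 and 25nM reporter substrate; fluorescence (Ex 485/Em 531) read after 60min RT, normalized to NEM inhibition, concentration-response curves fitted.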
TRPV1 ag = agonists of human vanilloid receptor 1 (TRPV1); TRPV1-expressing cells, Fluo-8 calcium influx, agonist mode; activation, % at 8.33 µM; 320,000 compounds, 0.19% hits; AID 540275; in the data active means activation above about 80%; inconclusive means between about 30% and that limit; further: 0% is about no effect
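Cells expressing TRPV1 were dye-loaded with Fluo-8 and read kinetically: 10 s baseline, 3 min after compound (agonist portion), then 2 min after EC20 capsaicin (allosteric enhancer portion). Calcium-bound dye fluorescence at 480/520 nm.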
ASM inhibitor = human S-ASM enzyme inhibition. P17405. placental ASM, HMU-PC fluorogenic substrate, 60 min. Potency, µM (titrated, usually from 57.5 µM), for inactives: top-dose activity change, negative = inhibition, most hits filed as inhibitors. 340,000 compounds, 0.006% hits. AID 504937; further: potency means the concentration at half of the fitted maximal effect
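Fluorescence read-out (Ex 386 nm, Em 447 nm) after stopping the reaction at pH 10. Enzyme: ASM from human placenta; substrate HMU-PC0, 9 uM final; 60 min, 37 °C. Compound preincubation 10 min, ambient temperature.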
Eya2 inh = blocks the phosphatase activity of human Eya2; O00167; recombinant Eya2, OMFP fluorescence dephosphorylation (OMFP is methylfluorescein phosphate); Potency, µM (series often up to 76.9 µM), for inactives: top-dose activity, negative = inhibition, most hits filed as inhibitors; 330,000 compounds, 0.006% hits; AID 488837; further: potency means the concentration at half of the fitted maximal effect; on the % scale 0 is the no-effect control and ±100 the full control effect
Target sequence (O00167 whole entry, looked up): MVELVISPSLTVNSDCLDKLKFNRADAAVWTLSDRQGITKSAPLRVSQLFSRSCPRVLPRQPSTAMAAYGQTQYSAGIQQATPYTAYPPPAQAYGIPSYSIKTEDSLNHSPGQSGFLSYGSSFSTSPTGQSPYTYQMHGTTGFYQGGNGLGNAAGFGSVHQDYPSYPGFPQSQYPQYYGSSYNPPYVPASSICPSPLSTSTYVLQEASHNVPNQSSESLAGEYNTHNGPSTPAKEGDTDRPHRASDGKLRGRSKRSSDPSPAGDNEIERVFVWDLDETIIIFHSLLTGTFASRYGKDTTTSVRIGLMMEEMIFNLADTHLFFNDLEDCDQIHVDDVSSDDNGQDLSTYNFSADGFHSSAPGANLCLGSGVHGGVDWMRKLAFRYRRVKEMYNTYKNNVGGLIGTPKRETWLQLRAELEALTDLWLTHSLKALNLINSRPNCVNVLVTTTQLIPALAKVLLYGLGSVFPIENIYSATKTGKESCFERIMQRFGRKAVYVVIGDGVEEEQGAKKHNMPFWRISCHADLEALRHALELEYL
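Eya2 protein (added as 0.2 uM solution) was preincubated with compound for 10 min at ambient temperature in 50 mM HEPES pH 7.5, 50 mM NaCl, 5 uM MgCl2, 0.05% BSA, 1 mM DTT. OMFP (added at 50 uM) then reacted 10 min; fluorescence read at 485/525 nm.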
Integrin act MD = activates integrin-mediated alleviation for muscular dystrophy; alpha7betagal myoblasts, beta-gal FDG fluorescence, 48 h; Potency, µM (top dose mostly 38.3 µM), without a hit: top-dose activation, actives largely listed as activators; 350,000 compounds, 0.064% hits;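 further: potency means the concentration at half of the fitted maximal effect; 100% = response of the positive control SU9516; nearly all actives have a fitted effect of over 60% in size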
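Alpha7betagal+/- myoblasts (passage 13) were plated 16-24 hr, then exposed to compounds (1:260 dilution of DMSO stock) for 48 hours at 37C. After MPER lysis, β-galactosidase reporter activity was read as FDG fluorescence (ex 480/em 540) after 30 minutes.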
uPA surface inh = cell surface uPA generation inhibition | AID 540303 | Potency, µM (top dose mostly 38.3 µM), for the others: top-dose activity change, negative = inhibition, hits mostly inhibitors | 330,000 compounds, 0.31% hits | cell surface uPA generation assay, qHTS; active means well fitted inhibition curve with a large enough effect; inconclusive means small, poorly fitted or top-dose-only effect; inactive means no such curve, though single readings can be large or run the other way; tested in mouse RAW 264.7 cells; further: potency means the concentration at half of the fitted maximal effect; on the % scale 0 is the no-effect control and ±100 the full control effect; nearly all actives have a fitted effect of over 55% in size
B2AR arrestin = recruits beta-arrestin to the human beta2-adrenergic receptor; P07550; beta-arrestin recruitment to beta2AR, cell-based reporter; Potency, µM (series often up to 46.1 µM), without a hit: top-dose activation, hits mostly activators; 330,000 compounds, 0.02% hits;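 further: potency means the concentration at half of the fitted maximal effect; 0% = DMSO controls and full agonism = EC100 isoproterenol or metaproterenol; nearly all actives have a fitted effect of over 65% in size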
An asterisk follows results filed as active; ? = inconclusive; . = no result given; [ ] = remark or other dose. Unless noted, the call rests on the fitted dose curve; in most records, active means well fitted curve in the direction sought with a large enough effect; inconclusive means small, poorly fitted or top-dose-only effect, or another doubt; inactive means no such curve, though single readings can be large; an effect the other way counts as inactive or inconclusive.

SMILES	p53 reactivation	ELG1 genotox	TSG101-PTAP inh	BRCA1 expr up	USP2a block	TRPV1 ag	ASM inhibitor	Eya2 inh	Integrin act MD	uPA surface inh	B2AR arrestin
CCc1ccc2nc(NC(=O)Cn3cnc4ccccc4c3=O)sc2c1	9%	14%	1%	15%	1%	1	0%	-3%	-7%	-1%	0.1%
CCN(CC)CCCn1c2c(c(SCC(=O)Nc3cccc4ccccc34)nc1=O)CCC2	5%	-2%	-1%	-35%	0%	-3	.	-5%	-41%	38%[activator]	-0.9%
COc1ccc(NC2c3ccccc3C(=O)N2Cc2ccc3c(c2)OCO3)cc1 (stereo not drawn)	2%	-4%	-13%	-1%	5%	102*	-2%	-4%	-20%	3%	-0.7%
CCOC(=O)c1sc2nc(C)nc(NCc3ccccc3OC)c2c1C	-10%	-7%	1%	-9%	-1%	22	-9%	6%	14%	-5%	3.3%
Cc1ccc(-n2c(SCC(=O)Nc3cccc(C)c3)nc3c(oc4ccccc43)c2=O)cc1	-5%	-1%	.	2%	1%	-1	.	11%	.	.	0.5%
CCOc1cccc(OCCOCCNC(C)(C)C)c1	-6%	-3%	-1%	-8%	1%	-7	21%	7%	-9%	3%	3.2%
O=C(O)c1cc(NC(=S)NC(=O)C(c2ccccc2)c2ccccc2)ccc1Cl	4%	-2%	-3%	3%	1%	-1	-2%	15%	42%	-4%	0.4%
CCN(CC)S(=O)(=O)c1cccc(-c2nnc(C(=O)c3ccc(C(F)(F)F)cc3)o2)c1	-2%	-3%	1%	-39%	-1%	-2	-4%	10%	-5%	2%	-0.3%
O=C(CSc1nnc2ccccn12)NCCc1ccc(F)cc1	-3%	5%	-4%	1%	1%	-1	5%	-13%	0%	1%	0.0%
CS(=O)(=O)Nc1ccc(C(=O)N2CCN(c3ccccc3F)CC2)cc1	-3%	1%	-3%	6%	0%	15	2%	11%	-8%	.	-0.1%
O=C(Cn1cnc2ccccc2c1=O)NCc1cccs1	-2%	9%	-9%	-3%	3%	1	-1%	-3%	6%	5%	0.1%
O=C(NS(=O)(=O)c1ccccc1Cl)c1ccc[nH]1	0%	0%	.	.	-2%	3	.	9%	.	.	-0.3%
Cc1c(NC(=O)c2cccc(NC(=O)COc3ccccc3C#N)c2)c(=O)n(-c2ccccc2)n1C	-2%	-3%	0%	-77%	-1%	2	-2%	-25%	24%	?	-3.0%
COc1ccc(COC(=O)N/N=C/c2cccs2)cc1	.	?	-3%	0%	2%	16	2%	1%	?	1%	-1.1%
O=S(=O)(NCC1CN(S(=O)(=O)c2c(F)cccc2F)C1)c1ccc2c(c1)OCCO2	-5%	-3%	0%	-7%	1%	-5	6%	2%	.	-9%	0.2%
O=C(CCN1C(=O)c2ccccc2C1=O)Nc1ccc(F)cc1F	3%	4%	0%	10%	2%	3	2%	4%	-25%[7.66 µM]	.	0.2%
COc1ccccc1/C=C/C(=O)NC(=S)N1CCN(C)CC1	4%	2%	-3%	-12%	2%	2	-3%	1%	0%	-3%	-0.8%
C=CCn1c(SCC(=O)c2ccc(Br)cc2)nnc1C(C)NC(=O)Cc1ccc(OC)cc1 (stereo not drawn)	-2%	0%	-4%	-18%	4%	-4	-1%	-4%	19%	.	3.3%
Cc1ccc2nc(N/N=C/c3ccccc3C#N)nc(-c3ccccc3)c2c1	10%	-6%	-6%	-41%	-1%	0	116%[activator]	-19%	7%	0%	3.0%
CCCC(CCC)C(=O)NNc1cc(=O)c2c(=O)n(C)c(=O)n(C)c2[nH]1	4%	6%	1%	-10%	1%	3	-1%	3%	20%	4%	-0.5%
O=S(=O)(NCCCSc1ccccc1)c1ccccc1F	3%	-2%	-7%	-10%	1%	19	2%	5%	-28%	4%	-0.4%
Cc1[nH]c2ccc(-c3n[nH]c(=S)n3-c3ccccc3)cc2c1C	-2%	1%	-3%	-24%	3%	1	-1%	4%	0%	4%	-1.0%
CCOc1cc(C2NC(=O)NC(C)=C2C(C)=O)cc(Cl)c1OCC(=O)O (stereo not drawn)	8%	3%	-9%	4%	3%	-2	3%	1%	0%	3%	0.3%
CC(C)C(NS(=O)(=O)c1cccc(C(F)(F)F)c1)C(=O)NCc1cccs1 (stereo not drawn)	3%	-3%	-4%	1%	0%	-1	6%	13%	6%	2%	0.2%
CC[C@@H]1[C@H]2CCCC(=O)N3CC[C@@H](C[C@@H]1OC(=O)NCc1ccccc1)[C@@H]23	8%	-1%	-3%	0%	1%	6	0%	-3%	11%	1%	-0.4%
COc1ccc(C2CC(c3cccs3)=NN2C(=O)CN2CCCCC2)cc1 (stereo not drawn)	0%	12%	0%	-20%	10%	4	-3%	-3%	44%	0%	-0.2%
Cc1ccc(NS(=O)(=O)c2cc(Br)cnc2N)c(Cl)c1	-3%	0%	0%	-5%	1%	-3	-3%	8%	23%	-5%	-0.1%
Cc1c(-c2ccccc2)oc2c(C(=O)OCC(=O)Nc3ccc(F)cc3)cccc2c1=O	4%	-6%	0%	-2%	1%	21	1%	-2%	-3%	9%	-0.2%
COc1ccc2c(c1)[nH]c1c(=O)n(/N=C/c3ccc(OC)c(CN4CCCC4)c3)cnc12	-1%	0%	-2%	6%	-1%	-1	-3%	-23%	-10%	-1%	0.2%
Cc1cc(=O)oc2cc(Oc3ncccc3[N+](=O)[O-])ccc12	1%	2%	-6%	20%	1%	4	41%[activator]	-6%	63%	.	-0.3%
CCCS(=O)(=O)N1CCC(C(=O)NCCC(C)C)CC1	-3%	-6%	0%	0%	1%	13	2%	-15%	42%	-4%	0.2%
COc1ccc(CNC(=O)C2CCC(CNS(=O)(=O)c3cccs3)CC2)cc1 (stereo not drawn)	-2%	-1%	1%	0%	3%	0	-5%[11.5 µM]	-1%	-19%	3%	-0.8%
O=C(Nc1nnc(-c2ccccc2Cl)s1)c1ccccc1F	6%	?	-6%	82%	1%	1	0%	-13%	?	6%	-1.1%
C[C@H](CO)N1C[C@H](C)[C@@H](CN(C)S(=O)(=O)c2ccccc2)Oc2c(NS(=O)(=O)c3ccccc3)cccc2C1=O	-6%	-1%	-4%	-6%	2%	.	0%	-16%	26%	-4%	-0.3%
c1ccc(CCn2c(SCc3ccccc3)nnc2-c2ccncc2)cc1	-15%	-11%	-3%	-20%	1%	-1	3%	2%	9%	1%	-0.3%
O=C(Cc1ccccc1)N/N=C/c1ccc2cccc(O)c2n1	4%	0%	0%	42%	8%	1	-4%	-13%	-23%	6%	-0.4%
CCOC(=O)C1C(=O)C=C(c2cccc(NS(C)(=O)=O)c2)CC1c1ccco1 (stereo not drawn)	?	0%	-1%	-8%	-1%	2	-3%	3%	-17%	-5%	-0.4%
Cn1cc(CNCc2cnc3ccccn23)c(-c2ccc(Oc3ccccc3)cc2)n1	0%	-9%	0%	-29%	-1%	0	-1%	-11%	-32%	-4%	0.4%
CC1CCC2(CC1)NC(=O)N(CC(=O)Nc1cccc(S(=O)(=O)N3CCOCC3)c1)C2=O (stereo not drawn)	-4%	-1%	-7%	-14%	4%	0	-1%	6%	9%	-1%	0.4%
Oc1ccccc1/C=N/NC(=S)NCCc1ccccc1	10%	-3%	-2%	14%	-2%	1	420%[activator]	5%	-30%[inhibitor]	-1%	0.2%
COc1ccc(CCNC(=O)CCC2COc3ccccc3O2)cc1OC (stereo not drawn)	-9%	0%	-4%	-4%	-15%	3	4%	-15%	9%	.	-0.2%
CCOC(=O)c1ccc(S(=O)(=O)Nc2ccc3cn[nH]c3c2)cc1	-2%	-6%	-3%	-45%	0%	22	-3%	14%	0%	-2%	0.2%
CN(C)c1ccc(NC(=O)c2ccc(N3CCOCC3)nc2)cc1	5%	22%	0%	87%	2%	?	2%	4%	-9%	-13%	0.5%
Cc1ccc(S(=O)(=O)N2CCN(CC(=O)NCC3(N4CCOCC4)CCCCC3)CC2)cc1	4%	-1%	1%	13%	1%	1	4%	-21%	-12%	-6%	-0.3%

An excerpt from above in order of SMILES length, descending.
SMILES	p53 reactivation	ELG1 genotox	TSG101-PTAP inh	BRCA1 expr up	USP2a block	TRPV1 ag	ASM inhibitor	Eya2 inh	Integrin act MD	uPA surface inh	B2AR arrestin
COc1ccc(CNC(=O)C2CCC(CNS(=O)(=O)c3cccs3)CC2)cc1 (stereo not drawn)	-2%	-1%	1%	0%	3%	0	-5%[11.5 µM]	-1%	-19%	3%	-0.8%
CN(C)c1ccc(NC(=O)c2ccc(N3CCOCC3)nc2)cc1	5%	22%	0%	87%	2%	?	2%	4%	-9%	-13%	0.5%
O=C(Nc1nnc(-c2ccccc2Cl)s1)c1ccccc1F	6%	?	-6%	82%	1%	1	0%	-13%	?	6%	-1.1%
